Source: PubChem
HTR2A ag: mouse Htr2a agonists via beta-arrestin recruitment, primary screen, cell-based, luminescence. CHO-K1 mHTR2A beta-arrestin complementation; percent of 30 µM serotonin response. activation, % at 7.6 µM. actives 0.66% (n = 360,000);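 active = activation above a run cutoff, the mean activation of all tested compounds plus 3 SD, cut at about 14% in these data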;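 note: 0% = plate median of compound wells and 100% = 30 µM serotonin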
SRC2 inh: inhibition of GAL4-SRC2 driven luciferase reporter, primary screen, SRC2 inhibitor project, cell-based, luminescence | Nuclear receptor coactivator 2 (Homo sapiens), Q15596 | actives 0.17% (n = 370,000) | inhibition, % at 9 µM | AID 651957, 2012 | HEK293 GAL4-SRC2 luciferase reporter;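 active = inhibition above the mean inhibition of all tested compounds plus 3 SD, set per campaign, cut at about 52% in these data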;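 note: 0% = DMSO treated cells and 100% = cells given Gossypol at 36 µM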
MC4R antag cAMP: MC4R antagonists of cAMP signaling, primary screen, cell-based, TR-FRET, antagonist arm of biased-ligand search; Melanocortin receptor 4 (Homo sapiens), P32245; MC4R-expressing cells, MTII-stimulated cAMP, LANCE TR-FRET; inhibition, % at 6.5 µM; actives 0.48% (n = 360,000);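 active = inhibition above its plate's cutoff, the mean of tested wells on that plate plus 3 SD, cut at about 29% in these data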;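 note: 0% = Melanotan II alone and 100% = Melanotan II plus saturating MCL0020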
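System – human MC4R-expressing U2OS cells · Also added – Melanotan II · Dosing – one concentration, 6.5 µM nominal · Timing – 30-min compound, 1-h challenge, 1-h detection, room temperature · Measured by – Eu-cAMP/anti-cAMP TR-FRET, emission 671 nm · Replicates – singlicate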
MC4R ag barr: MC4R agonists recruiting beta-arrestin, primary screen, cell-based, luminescence, agonist arm of biased-ligand search; actives 0.98% (n = 360,000); activation, % at 8.9 µM; U2OS MC4R beta-arrestin complementation; percent of melanotan II response, DMSO zero; Melanocortin receptor 4 (Homo sapiens), P32245; AID 540308, 2011;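 active = activation above a per-plate cutoff, the mean activation of sample wells on that plate plus 3 SD, cut at about 8% in these data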
Glyco luc inh: increase of ERlucT glycosylation luciferase signal, primary screen, N-linked glycosylation inhibitor project, D54 ERlucT cells, luminescence, set 2; D54 ERlucT glycosylation luciferase reporter, 24 h; percent of 100 nM tunicamycin response; reporter increase, % at 12.5 µM; actives 0.23% (n = 360,000);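 active = mean luciferase reporter signal, scaled so untreated is 0 and the glycosylation-blocking control 100, at or above a set limit in every replicate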;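 note: luciferase carries N-glycosylation sites so blocking glycosylation raises the light; 0% = median of neutral control wells and 100% = median of 100 nM tunicamycin wells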
ABHD5 PLIN5 PPI: ABHD5-PLIN5 interaction inhibitors, primary screen, cell lysate, split luciferase complementation, luminescence | Perilipin-5 (Homo sapiens) + 1-acylglycerol-3-phosphate O-acyltransferase ABHD5 (Homo … | Split G. princeps luciferase complementation, 4 h | actives 0.78% (n = 360,000) | AID 602281, 2012 | inhibition, % at 4 µM;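 active = inhibition above the mean inhibition across every tested compound plus 3 SD, cut at about 22% in these data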;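 note: 0% = DMSO only wells and the 100% control is not disclosed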
ABCB6 inh 2: ABCB6 transporter inhibitors, primary screen, K562-ABCB6 cells, flow cytometry, MLPCN library; ATP-binding cassette sub-family B member 6 (Homo sapiens), Q9NP58; K562-ABCB6 porphyrin accumulation, 1 h; stronger effect = lower value; fluorescence ratio to DMSO, % at 10 µM; actives 0.19% (n = 360,000);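 active = fluorescence ratio to DMSO below 75%, the collection mean minus 3 SD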;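 note: signal is porphyrin accumulated inside mitochondria; 100% equals median channel fluorescence of DMSO control wells; lower ratio means ABCB6 inhibition with less porphyrin fluorescence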
TLR9-MyD88 block: inhibitors of TLR9-MyD88 association in cells, primary screen, cell-based, CHO, BLA complementation, fluorescence; Toll-like receptor 9 (Homo sapiens) + Myeloid differentiation primary response protein …; inhibition, % at 4.98 µM; actives 0.21% (n = 340,000); CCF4 FRET ratio;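 active = inhibition above the mean over all tested compounds plus 3 SD, cut at about 21% in these data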;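 note: 0% = DMSO only wells and 100% = clavulanate BLA inhibitor control wells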
NOD2-RIPK2 inh: NOD2-RIPK2 binding disruptors in cells, primary screen, fluorescence, CHO cells, BLA complementation. CCF4 ratio. inhibition, % at 4.98 µM. actives 0.38% (n = 360,000); in the data active = inhibition above about 21%;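 note: 0% = vehicle only and 100% = reference blocker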
H9c2 protect: cardioprotection against H2O2-induced cell death, primary screen, uHTS, H9c2 cells, ATPLite luminescence | H9c2 cardiomyocytes, H2O2 injury protection, 2 h | actives 0.63% (n = 360,000) | protection from H2O2 cell death, % at 20 µM;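 active = compounds giving at least 50% protection of heart cells from peroxide-induced death in the single-dose screen, raw or plate-pattern-corrected value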;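 note: 0% = DMSO wells with peroxide and 100% = DMSO wells without peroxide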
Numbers without * were called inactive; · = no result given.

SMILES	HTR2A ag	SRC2 inh	MC4R antag cAMP	MC4R ag barr	Glyco luc inh	ABHD5 PLIN5 PPI	ABCB6 inh 2	TLR9-MyD88 block	NOD2-RIPK2 inh	H9c2 protect
COc1ccc(CC(NC(C)=O)C(=O)N2CCN(C(=O)Nc3cccc(Cl)c3)CC2)cc1OC (stereo not given)	-0.3	-17.0	0.2	-1.9	0.0	-13.2	98.0	-13.6	4.8	-0.2
CCOC(=O)Cn1cnc2c(nnn2-c2cccc(Cl)c2)c1=O	-0.8	11.7	5.7	-0.5	1.4	4.3	106.0	-7.3	3.0	3.3
Cc1cc(C)c[n+](-c2nc3ccccc3nc2[N-]S(=O)(=O)c2ccc(Cl)cc2)c1	1.3	-4.6	4.4	-1.9	-1.7	-2.1	109.0	-1.5	-15.8	8.7
COc1cccc(C(=O)Nc2cccc(-c3ccccc3)c2)c1	-5.2	-40.7	-0.7	0.6	2.2	3.2	99.0	1.6	-3.7	-8.1
Cc1ccc(/C=N/n2nnnc2N)o1	-2.1	-3.8	-0.5	-2.4	4.0	3.0	102.0	1.3	-8.0	-4.7
Cc1cc2nc(SCCOC(=O)Nc3cccc(Cl)c3)nc(C)c2cc1C	1.0	5.9	4.9	-1.8	-1.9	-7.8	97.0	-2.0	5.1	6.1
Cc1cc(NC(=O)CSc2ccc3nnc(CCNC(=O)c4ccccc4)n3n2)no1	6.7	-1.8	25.6	0.7	1.2	4.9	100.0	-8.1	-1.9	-0.9
CC(=O)Oc1ccc(C(=O)Nc2cccc(C(=O)c3cccc(NC(=O)c4ccc(OC(C)=O)cc4)c3)c2)cc1	0.9	-8.2	-0.9	0.1	-2.7	6.5	95.0	-11.5	1.5	5.7
Cc1cccc(C(=O)NCCc2ccccc2)c1	0.6	-56.1	11.6	0.8	-7.7	-1.9	97.0	-5.0	-0.3	-3.3
COc1cccc(CNS(=O)(=O)c2ccc3c(c2)oc(=O)n3C)c1	0.3	-3.2	-3.6	-0.6	0.1	9.7	109.0	-8.4	-7.1	-0.8
C=C(C)CNC(=O)c1ccc2nc(Cc3ccc(OC)cc3)oc2c1	-1.7	-74.2	-0.3	-0.1	-4.4	2.6	99.0	1.8	4.3	1.8
CCOC(=O)c1c2n(c3ccc(O)cc13)CCCCC2	-2.8	11.6	9.6	-1.1	1.2	3.2	91.0	2.0	-10.2	-15.7
Cc1ccccc1SCC(=O)OCC(=O)N1CC(=O)Nc2ccccc21	0.4	28.0	0.9	0.1	0.8	7.9	96.0	1.1	-2.6	0.8
O=C(CCl)NNc1nc(-c2ccccc2)c2cc(Cl)ccc2n1	-0.4	3.1	17.9	1.3	2.0	-7.3	100.0	-3.7	-3.1	3.5
O/N=C1\CCCc2oc3c(c21)CCCC3	-5.7	-29.3	-10.4	0.0	-2.1	-6.2	84.0	-1.4	-7.0	-8.0
Cc1ccc(C)c(C(=O)COc2ccccc2[N+](=O)[O-])c1	-5.3	-12.2	-3.1	1.4	-2.9	4.1	104.0	-0.5	-7.9	-7.1
O=C(NCc1cccnc1)c1ccc(-c2cc(Cl)ccc2Cl)o1	-5.2	-2.6	18.5	-2.0	-2.2	3.9	101.0	1.5	4.6	-0.4
O=C(O)c1ccc(NS(=O)(=O)c2cccc(C(=O)Nc3ccc([N+](=O)[O-])cc3)c2)cc1	0.3	8.2	9.1	-2.1	-0.5	-12.3	101.0	-6.3	-4.5	10.0
CC(C)CC(=O)N1CCN(C(=O)c2ccc(F)cc2)CC1	-2.5	19.0	12.7	-0.8	-0.3	1.7	103.0	1.7	3.9	-3.4
C/C=C(/C)C(=O)OC1CC(C)(C)C[C@H]2C3=CC[C@@H]4[C@@]5(C)CCC(O[C@@H]6O[C@@H](C(=O)O)[C@@H](O)C(O[C@@H]7OC[C@H](O)[C@@H](O)[C@@H]7O[C@@H]7OC(CO)C(O)[C@@H](O)[C@@H]7O)C6O[C@@H]6OC(CO)C(O)C(O)C6O)[C@@](C)(CO)[C@@H]5CC[C@]4(C)[C@]3(C)CC(O)[C@@]12CO (stereo not given in full)	0.3	·	26.8	9.9*	11.1	5.0	104.0	-1.2	10.1	-17.4

In the list so far, these contain a furan ring, fused or not:
SMILES	HTR2A ag	SRC2 inh	MC4R antag cAMP	MC4R ag barr	Glyco luc inh	ABHD5 PLIN5 PPI	ABCB6 inh 2	TLR9-MyD88 block	NOD2-RIPK2 inh	H9c2 protect
Cc1ccc(/C=N/n2nnnc2N)o1	-2.1	-3.8	-0.5	-2.4	4.0	3.0	102.0	1.3	-8.0	-4.7
O/N=C1\CCCc2oc3c(c21)CCCC3	-5.7	-29.3	-10.4	0.0	-2.1	-6.2	84.0	-1.4	-7.0	-8.0
O=C(NCc1cccnc1)c1ccc(-c2cc(Cl)ccc2Cl)o1	-5.2	-2.6	18.5	-2.0	-2.2	3.9	101.0	1.5	4.6	-0.4

Continued:
SMILES	HTR2A ag	SRC2 inh	MC4R antag cAMP	MC4R ag barr	Glyco luc inh	ABHD5 PLIN5 PPI	ABCB6 inh 2	TLR9-MyD88 block	NOD2-RIPK2 inh	H9c2 protect
CN(C)C1N(C(=O)c2ccccc2)N=C2c3ccccc3S(=O)(=O)N21 (stereo not given)	2.4	-13.9	3.0	-1.5	0.0	0.5	97.0	0.2	0.1	4.8
Cc1occc1C(=O)N1CCN(C(=O)C2CCCO2)CC1 (stereo not given)	3.8	-5.0	10.3	-0.6	-1.1	0.8	94.0	-2.0	-5.2	3.5
CC(=O)c1ccc(NC(=O)c2cn(-c3ccccc3)nc2-c2ccncc2)cc1	3.9	-14.5	0.0	-0.3	-3.3	8.3	88.0	1.4	-2.1	7.5
CCOC(=O)CCC(=O)N1CCOCCN(C(=O)CCC(=O)OCC)CCOCC1	-1.9	-7.0	-0.1	-1.4	0.6	-6.6	90.0	4.4	4.7	4.7
COC(=O)c1ccc(CSc2ncnc3c2nnn3-c2ccc(OC)cc2)o1	1.1	11.0	-1.5	0.0	1.5	3.4	·	1.4	-5.4	-16.5
COc1ccc(NC(=O)CSc2nc3sc4c(c3c(=O)n2-c2ccc(OC)cc2)CCN(C)C4)cc1	-0.7	-43.5	3.3	-0.9	-1.3	3.8	100.0	10.7	3.2	0.2
COc1ccc(CCNC(=O)COc2cc(=O)n(C)c3ccccc23)cc1OC	0.5	-12.1	6.2	-0.7	1.0	1.2	100.0	-7.4	-1.8	7.9
CC(C)c1ccc(OCC(O)CN2CCCC2)cc1 (stereo not given)	-3.7	-13.7	-1.0	-1.9	0.4	1.5	94.0	-6.8	15.1	2.4
CC(C)=CC(=O)Nc1nnc(-c2ccccc2)s1	6.4	-62.3	-3.3	-1.7	-5.0	3.1	99.0	-18.8	-5.4	-0.6
COC(=O)c1ccc(N2CCN(CCNC(=O)Nc3ccc(OC)cc3)CC2)cc1	-4.9	16.0	11.4	1.9	0.6	-5.5	97.0	-5.2	-27.2	-2.7
COc1cc(OC)c(N(C)S(=O)(=O)c2cccc(C(=O)OCC(=O)NCc3ccco3)c2)cc1Cl	-9.8	1.9	-5.0	-2.4	4.8	5.2	100.0	3.3	-7.2	28.2
CCc1n[nH]c(=S)n1/N=C/c1cc(OC)cc([N+](=O)[O-])c1O	-4.8	19.4	-2.3	-5.5	0.8	-0.4	97.0	4.4	-5.4	2.6
CCOc1ccccc1C1C(C#N)=C(N)Oc2cc(C)n(Cc3ccccn3)c(=O)c21 (stereo not given)	4.4	-29.9	0.9	-0.3	2.5	3.8	106.0	3.8	7.2	4.0
COc1cc(NC(=O)C2(C)CCN2C(C)C)cc(OC)c1OC (stereo not given)	1.1	-32.4	2.7	0.6	0.4	-7.0	101.0	·	0.7	3.0
O=C(/C=C/c1ccccc1Cl)N1CCOCC1	4.3	-57.2	3.5	-0.8	-1.4	-3.5	101.0	-0.8	3.7	7.2
COc1cc(/C=C2/NC(=O)N(c3cccc(Cl)c3)C2=O)ccc1O	5.6	16.0	-5.0	6.8	4.9	6.3	104.0	16.0	5.6	-4.0
C/C(=N\NC(=O)c1ccc(Cl)cc1)c1ccccn1	-1.9	-44.3	9.2	-4.5	-11.8	-0.2	107.0	-1.4	-2.1	2.6
OC(CN1CCN(Cc2ccccc2)CC1)c1ccc(F)cc1 (stereo not given)	-6.4	-22.1	5.6	1.1	1.5	-0.9	100.0	-16.3	1.8	7.1
COc1ccc(C(=O)Nc2cccc(-c3nc4ncccc4o3)c2C)cc1OC	2.9	4.0	14.1	0.7	0.5	10.2	96.0	-1.3	-9.2	14.7
N#Cc1c(-c2cccnc2)cc(-c2ccccc2)nc1N	-3.6	4.5	-15.5	-2.1	10.9	5.5	87.0	·	-0.7	-1.4
CC1(C)COC(/C=C/c2cccc([N+](=O)[O-])c2)=N1	-3.1	-22.5	2.0	-2.1	-10.5	28.8*	110.0	-0.8	-5.5	-0.2
Cn1c(=O)cc(OCC(=O)Nc2ccccn2)c2ccccc21	-0.6	6.7	4.8	0.8	2.0	7.1	98.0	-0.6	-0.4	19.1
CC1(C(=O)NS(=O)(=O)Cc2ccccc2C(F)(F)F)CCN1C(=O)Cc1ccccc1 (stereo not given)	3.6	-11.7	4.6	-1.3	0.9	5.1	98.0	·	6.6	-4.7
Cc1ccc(C(=O)/C=C/c2cn(CN3CCN(C)CC3)c3ccccc23)cc1	-1.1	-21.1	9.2	1.3	3.0	-1.9	100.0	10.2	23.9*	-12.5
C/C(=N/NC(=O)c1cccs1)c1ccco1	-3.2	-59.5	-0.5	-0.3	2.5	-1.1	97.0	-5.2	-4.2	10.6
O=C(NCC1CCCO1)C(c1ccco1)N(Cc1ccc(F)cc1)C(=O)CN1C(=O)c2ccccc2S1(=O)=O (stereo not given)	-2.6	-6.0	1.2	-0.6	-0.8	2.7	102.0	-0.7	-4.3	-2.6
CNS(=O)(=O)c1cccc(C(=O)OC2CCOC2=O)c1 (stereo not given)	-3.1	4.3	-3.9	-2.2	2.6	6.5	173.0	6.9	-11.3	0.9
O=C1C2C3C=CC(C4CC34)C2C(=O)N1CCc1ccccc1 (stereo not given)	2.9	-20.1	-3.4	0.7	1.1	2.4	98.0	5.7	10.1	-5.4
CC(=O)NC1(C2CCCCC2=O)CCCCC1 (stereo not given)	-1.6	-9.8	4.1	0.4	1.4	-0.4	100.0	-13.2	-4.8	4.9

This is a subset; the hit share may differ from the screen's.
